Assay outcomes from PubChem BioAssay.
Growth percent in the NCI-60 one-dose screen (48 h, 10 µM unless noted): 100 = growth as untreated, 0 = no growth, -100 = all killed.
MCF7: MCF7 breast cancer. 82,000 tested, 6.3% active. AID 1794796
MDA-MB-468: MDA-MB-468 breast cancer. 78,000 tested, 8.5% active
HS 578T: HS 578T breast cancer; 78,000 tested, 4.1% active; AID 1794788
T-47D: T-47D breast cancer; 79,000 tested, 5% active; AID 1794792
MALME-3M: MALME-3M melanoma; 78,000 tested, 5.8% active; AID 1794766
LOX IMVI: LOX IMVI melanoma | 79,000 tested, 7.4% active | AID 1794757
BT-549: BT-549 breast cancer | 78,000 tested, 4.4% active
MDA-MB-231: MDA-MB-231 breast cancer; 81,000 tested, 5% active
The depositor's hits bear a star; . = no result given. The calls were made as follows: active = growth percent below 10; inactive = the rest.

1. CC(C)(C)c1ccc(OP(=O)(Oc2ccccc2)Oc2ccccc2)cc1
2. Cc1cc(NC(=O)NCCOc2ccc(N3C(N)=NC(N)=NC3(C)C)cc2Cl)ccc1S(=O)(=O)F
3. O=C1NC(=O)C(=Cc2cn(CCCn3c4ccccc4c(=O)c4ccccc43)c3ccccc23)C(=O)N1
4. CCOP(=O)(C/C=C/c1ccccc1)OCC
5. CC(C)CC(C)(c1ccc(O)cc1)c1ccc(O)cc1
6. CC(CN1CCOCC1)C(C#N)(c1ccccc1)c1ccccc1 (stereo unspecified)

assay / compound	1	2	3	4	5	6
MCF7	97	4.3*	86	92	115	110
MDA-MB-468	106	29	100	112	.	113
HS 578T	96	.	95	.	96	101
T-47D	78	50	95	113	46	112
MALME-3M	107	53	103	102	99	132
LOX IMVI	88	13	91	98	103	95
BT-549	101	52	91	105	107	103
MDA-MB-231	87	58	97	112	98	114

7. COc1ccc(-n2c(=S)[nH]c3ccc(C)cc3c2=O)cc1
8. CCCCN(N=O)C(=O)OCC
9. Cc1ccc(C(=O)NCCCOc2ccc(N3C(N)=NC(N)=NC3(C)C)cc2Cl)cc1S(=O)(=O)F
10. CC(C)CC(C)OC(=O)Cc1ccccc1 (stereo unspecified)
11. ClCCN(CCCl)Cc1nc2cc3ccccc3cc2[nH]1
12. C=CCCC1(C(C)C)C(=O)NC(=S)NC1=O

assay / compound	7	8	9	10	11	12
MCF7	97	89	75	98	54	95
MDA-MB-468	110	96	123	90	96	85
HS 578T	106	.	109	91	105	97
T-47D	103	121	104	.	79	98
MALME-3M	111	102	70	95	88	106
LOX IMVI	99	96	27	95	70	94
BT-549	123	118	65	92	96	106
MDA-MB-231	116	110	99	105	84	100

Of the compounds above, three have a Cl atom:
2. Cc1cc(NC(=O)NCCOc2ccc(N3C(N)=NC(N)=NC3(C)C)cc2Cl)ccc1S(=O)(=O)F
9. Cc1ccc(C(=O)NCCCOc2ccc(N3C(N)=NC(N)=NC3(C)C)cc2Cl)cc1S(=O)(=O)F
11. ClCCN(CCCl)Cc1nc2cc3ccccc3cc2[nH]1

assay / compound	2	9	11
MCF7	4.3*	75	54
MDA-MB-468	29	123	96
HS 578T	.	109	105
T-47D	50	104	79
MALME-3M	53	70	88
LOX IMVI	13	27	70
BT-549	52	65	96
MDA-MB-231	58	99	84

Of the compounds above, these have a halogen.
2. Cc1cc(NC(=O)NCCOc2ccc(N3C(N)=NC(N)=NC3(C)C)cc2Cl)ccc1S(=O)(=O)F
9. Cc1ccc(C(=O)NCCCOc2ccc(N3C(N)=NC(N)=NC3(C)C)cc2Cl)cc1S(=O)(=O)F
11. ClCCN(CCCl)Cc1nc2cc3ccccc3cc2[nH]1

assay / compound	2	9	11
MCF7	4.3*	75	54
MDA-MB-468	29	123	96
HS 578T	.	109	105
T-47D	50	104	79
MALME-3M	53	70	88
LOX IMVI	13	27	70
BT-549	52	65	96
MDA-MB-231	58	99	84

Going on with the list.
13. ClCCN(CCCl)c1ccc(-n2cnc3c(Cl)ncnc32)cc1
14. CCOc1cc2c(cc1OC)CN(C)CC2
15. CC1CCCCN1C(c1ccccc1)C(O)c1ccccc1 (stereo unspecified)
16. CCOP(=S)(Nc1cccc(C(F)(F)F)c1)OCC
17. COC(=O)[C@]1(C)CCC[C@]2(C)c3c(cc(C(C)C)c4c3[C@@H]3[C@@H]5OO[C@@H](O5)[C@@H]3[C@H](C)N4C(=O)C(F)(F)F)CC[C@@H]12
18. C#C[C@]1(O)CC[C@H]2[C@@H]3CC[C@@]45O[C@@H]4C(=O)CC[C@]5(C)[C@H]3CC[C@@]21C

assay / compound	13	14	15	16	17	18
MCF7	26	97	93	107	85	101
MDA-MB-468	-43*	105	98	100	89	80
HS 578T	50	94	108	105	101	111
T-47D	41	92	89	104	84	81
MALME-3M	.	100	94	89	90	.
LOX IMVI	.	100	84	94	92	84
BT-549	.	105	97	102	89	117
MDA-MB-231	63	104	92	119	103	118

19. COc1ccc(/C=C\c2cc(OC)c(OC)c(OC)c2)c(NS(=O)(=O)c2ccc(Cl)cc2)c1O
20. O=[N+]([O-])c1c(F)cc(F)c([N+](=O)[O-])c1F
21. CCC(C)N1CCN(c2ccccc2OC)CC1 (stereo unspecified)
22. CCOC1=C2CCC3C4CCC(=O)C4(C)CCC3C2(C)CCC1=O (stereo unspecified)
23. N#CCc1ccc(CC#N)cc1

assay / compound	19	20	21	22	23
MCF7	13	88	93	109	91
MDA-MB-468	9.6*	113	103	.	100
HS 578T	11	110	102	118	97
T-47D	85	115	107	118	88
MALME-3M	58	118	97	87	118
LOX IMVI	11	101	96	100	101
BT-549	58	.	96	94	96
MDA-MB-231	8.5*	119	91	107	97

An excerpt. The share of hits here may be higher or lower than overall.
